SW480 rerep: DNA re-replication induction in SW480 cells | SW480 DNA re-replication, Hoechst DNA content imaging, 48 h | Potency, µM (highest dose often 46.1 µM), inactives show top-dose re-replication activation, actives largely listed as activators | 340,000 tested, 1.8% active | AID 624297; further: potency means the concentration at half of the fitted maximal effect; % of control where 0% means no effect; nearly all actives have a fitted effect of over 55% in size
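Readout is total intensity of Hoechst-stained nuclei, excited at 405 nm and collected at 500-530 nm. Compound treatment lasted 48 hr at 37 C in 5% CO2 before staining.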
IL1B secr inh: inflammasome signaling inhibition, IL-1 beta readout; THP-1 LPS/ATP IL-1B secretion, AlphaLISA, 16 h; stronger effect = lower value; activity change, % at 57.5 µM; 360,000 tested, 4.7% active; AID 743279; in the data active means activity change below about -50%; inconclusive means mostly about -30% to -49%; further: on the % scale 0 is the no-effect control and ±100 the full control effect
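Secreted IL-1B measured by AlphaLISA bead assay after 16 h compound exposure of THP-1 cells; compounds (final up to 57.5 uM) added 1 h before LPS (250 ng/mL) and ATP (1.25 mM) stimulation; lower signal means less secretion.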
DRD3 agonist: D3 dopamine receptor (human) agonism | max activation, % | P35462 | AID 652048 | D3R DiscoveRx beta-arrestin cells, luminescence, 90 min | 410,000 tested, 0.58% active; in the data active means max activation above about 30%; further: 0% is about no effect; mostly tested at two doses, the higher about 12 µM
Target sequence (P35462 whole entry, looked up): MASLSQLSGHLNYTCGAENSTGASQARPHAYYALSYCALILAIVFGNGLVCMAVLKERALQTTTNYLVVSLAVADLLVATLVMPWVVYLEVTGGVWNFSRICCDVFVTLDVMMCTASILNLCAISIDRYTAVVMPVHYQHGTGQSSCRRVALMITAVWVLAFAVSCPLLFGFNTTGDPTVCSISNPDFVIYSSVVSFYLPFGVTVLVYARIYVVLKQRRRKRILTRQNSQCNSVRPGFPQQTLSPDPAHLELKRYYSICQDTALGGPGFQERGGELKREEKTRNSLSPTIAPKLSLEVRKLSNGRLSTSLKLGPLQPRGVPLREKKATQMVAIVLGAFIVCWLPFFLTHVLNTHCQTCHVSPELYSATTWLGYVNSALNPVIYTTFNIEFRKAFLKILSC
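Agonist mode: compounds and dopamine controls were applied to plated cells for 90 min at 37 degrees C after an overnight attachment at 1500 cells/well. Luminescent read-out followed 30 - 60 minutes at room temperature with DiscoveRx detection reagent.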
HT1080-NT tox: kills 2HG-producing HT-1080-NT fibrosarcoma cells; AID 686970; Potency, µM (top dose mostly 46.1 µM), for the others: at the highest dose activity, negative = less viability, usual class: cytotoxic; HT-1080-NT fibrosarcoma viability, CellTiter-Glo ATP luminescence, 48 h; 360,000 tested, 1.6% active;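 further: NT is the 2HG producing partner of a matched IDH1 knockdown line; potency means the concentration at half of the fitted maximal effect; 0% = DMSO-treated cells and -100% = media-only wells without cells; nearly all actives have a fitted effect of over 55% in size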
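Viability by CellTiter-Glo luminescence after 48 h compound exposure at 37C of HT-1080-NT cells (750/well, RPMI, 5% FBS). % activity scaled between DMSO wells and medium-only wells, then curve-fitted and categorized by curve class.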
GLP-1R agonist: GLP-1 receptor (human) agonism; Potency, µM (series often up to 45.6 µM), for inactives: top-dose activation, hits mostly activators; P43220; 380,000 tested, 0.007% active; HEK293 GLP-1R CRE-luciferase, luminescence, 4-6 h; cells express a hypersensitive GLP-1R form; further: potency means the concentration at half of the fitted maximal effect; % of control where 0% means no effect
Target sequence (P43220 whole entry, looked up): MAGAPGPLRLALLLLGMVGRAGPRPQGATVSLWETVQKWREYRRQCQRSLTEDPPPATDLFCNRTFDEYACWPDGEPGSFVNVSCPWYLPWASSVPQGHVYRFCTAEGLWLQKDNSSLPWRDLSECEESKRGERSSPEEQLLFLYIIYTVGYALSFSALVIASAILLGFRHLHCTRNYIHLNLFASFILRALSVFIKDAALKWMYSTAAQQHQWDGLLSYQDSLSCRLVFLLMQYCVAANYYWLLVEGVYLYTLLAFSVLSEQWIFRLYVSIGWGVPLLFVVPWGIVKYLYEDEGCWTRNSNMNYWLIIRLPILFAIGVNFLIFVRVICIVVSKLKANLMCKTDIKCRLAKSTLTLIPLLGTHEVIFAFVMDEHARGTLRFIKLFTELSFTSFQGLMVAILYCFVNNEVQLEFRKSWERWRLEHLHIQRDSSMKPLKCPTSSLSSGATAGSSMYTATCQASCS
DRD3 antagonist: D3 dopamine receptor (human) antagonism | D3R cells, DiscoveRx beta-arrestin luminescence, antagonist mode; stronger effect = lower value | AID 652054 | max response, negative = inhibition, % | 360,000 tested, 2.5% active | P35462; in the data active means max response below about -50%; inconclusive means no clear call, values can overlap the other calls; further: on the % scale 0 is the no-effect control and ±100 the full control effect; mostly tested at two doses, the higher about 12 µM
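Cells plated overnight at 1500 cells/well, then exposed to library compounds with dopamine controls for 90 minutes at 37 degrees C. DiscoveRx reagent added for 30–60 minutes at room temperature; luminescence read, quantitative HTS format.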
KB-3-1 tox: kills parental KB-3-1 adenocarcinoma cells | KB-3-1 viability, CellTiter-Glo ATP luminescence, 72 h | Potency, µM (top dose mostly 46.1 µM), without a hit: at the top dose activity change, negative = cytotoxic, most hits filed as cytotoxic | 400,000 tested, 1.4% active; further: potency means the concentration at half of the fitted maximal effect; on the % scale 0 is the no-effect control and ±100 the full control effect; nearly all actives have a fitted effect of over 60% in size
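Screening of KB-3-1 cells (DMEM, 10% FBS, phenol-red free) ran from lowest to highest compound concentration; after 72 h at 37 °C viability was read luminescently and curves fitted.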
HT1080 IDH1KD tx: toxicity to HT-1080 IDH1 knockdown cells (counter line). HT-1080 IDH1 knockdown viability, ATP luminescence, 48 h. Potency, µM (doses to about 46.1 µM), for the others: at the highest dose activity, negative = toxicity, actives largely listed as cytotoxic. 360,000 tested, 2% active. AID 686971;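 further: potency means the concentration at half of the fitted maximal effect; 0% = DMSO wells and -100% = cell-free medium wells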
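After a 2 h attachment period, IDH1KD HT-1080 cells took pin-transferred compound for 48 h at 37 °C; ATP-based luminescence after 10 min room-temperature reagent incubation reported viability.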
KB-V1 cytotox: kills drug-selected multidrug resistant KB-V1 cells | KB-V1 MDR cells viability, CellTiter-Glo, 72 h | Potency, µM (titrated, usually from 46.1 µM), inactives show at the top dose activity change, negative = cytotoxicity, usual class: cytotoxic | 400,000 tested, 3.4% active; further: potency means the concentration at half of the fitted maximal effect; on the % scale 0 is the no-effect control and ±100 the full control effect; nearly all actives have a fitted effect of over 60% in size
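Potencies derive from concentration-effect curves fitted to normalized luminescence (CellTiter-Glo) of KB-V1 cells treated for 72 h at 37 degrees C in phenol-red-free DMEM containing 10% FBS.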
* = called active by the depositor; ? = inconclusive; nt = no result given; [ ] = another dose, or the depositor's remark. Unless noted, the call rests on the fitted dose curve; in most records, active means well fitted curve in the direction sought with a large enough effect; inconclusive means small, poorly fitted or top-dose-only effect, or another doubt; inactive means no such curve, though single readings can be large; an effect the other way counts as inactive or inconclusive.

Values in the order: SW480 rerep	IL1B secr inh	DRD3 agonist	HT1080-NT tox	GLP-1R agonist	DRD3 antagonist	KB-3-1 tox	HT1080 IDH1KD tx	KB-V1 cytotox
1	COc1ccc(C(=O)c2ccc3oc(-c4ccc(OC)cc4)c(C#CCCO)c3c2)cc1
 : -34.9%[inhibitor]	22.2	20.4	6.9%	-0.6%	47.4	0.0%	3.8%	18.9%
2	CC(=O)C1=C(O)C(=O)N(CCCN2CCOCC2)C1c1ccccc1[N+](=O)[O-] (stereo not given)
 : ?	16.1	-2.4	?	-11.3%	-7.7	3.8%	?	0.5%
3	Cc1cccc(NC(=O)COc2ccc(Br)cc2)n1
 : -2.7%	-18.8	-10.0	9.7%	11.2%	?	-2.3%	7.8%	17.6%
4	COc1cc(OC)cc(C(=O)NCc2ccc(-n3cccc3)cc2)c1
 : ?	-17.4	-15.0	-18.9%	2.6%	?	?	?	?
5	COc1cc(C)nc(N2CCCC(C(=O)Nc3cccc(Cl)c3Cl)C2)n1 (stereo not given)
 : -0.9%	31.3	1.6	23.2%	-9.1%	36.7	-0.4%	9.6%	16.4%
6	O=CN1CCN(C(C(=O)NC2CCCCC2)c2cc3c(cc2[N+](=O)[O-])OCO3)CC1 (stereo not given)
 : 0.6%	-9.8	3.8	14.3%	3.3%	16.0	5.9%	1.8%	-1.3%
7	Fc1cc(F)c(F)c(SCCc2ccncc2)c1F
 : ?	?	-3.7	-13.6%	-7.5%	-6.4	?	-8.7%	?
8	CN1CCN(CC#CCC2(O)c3ccccc3-c3ccccc32)CC1
 : -10.2%	0.4	2.9	-0.2%	2.1%	-19.4	2.2%	-0.5%	?
9	CCC(CO)Oc1cc(NCc2ccccc2C)c2ncn(C(C)C)c2c1 (stereo not given)
 : -3.8%	21.8	1.1	0.9%	5.1%	2.0	0.0%	-5.2%	0.9%
10	CC(C)(C)c1ccc(S(=O)(=O)NC(Cc2ccccc2)C(=O)O)cc1 (stereo not given)
 : -1.6%	12.0	-18.9	-0.9%	7.1%	24.2	1.3%	-6.4%	6.8%
11	CCOc1ccc(NC(=O)CN2CCN(CC(=O)Nc3ccc(F)cc3)CC2)cc1
 : -8.5%	-2.5	3.4	-7.3%	0.9%	0.0	22.5%	-1.8%[9.24 µM]	?
12	O=C(CSc1nccc(=O)[nH]1)Nc1ccc(S(=O)(=O)N2CCOCC2)cc1
 : -2.9%	-1.2	-4.6	0.6%	-0.7%	-15.9	4.9%	2.6%[9.24 µM]	-15.9%
13	CN(CC(=O)NC(=O)Nc1ccccc1F)Cc1ccccc1
 : -7.9%	-2.1	-4.8	11.3%	0.3%	-19.2	0.5%	15.0%	-2.4%
14	COC(=O)c1c(=O)n(O)c2ccc(OC)cc2[n+]1[O-]
 : -8.8%	6.3	-4.1	13.7%	-8.2%	0.0	15.8%	16.2%	7.2%
15	O=[N+]([O-])c1ccc(Cl)c2c1C1C=CCC1C(c1ccccn1)N2 (stereo not given)
 : -6.8%	0.0	3.8	0.2%	-2.0%	-7.0	3.5%	-0.2%	-13.6%
16	COc1ccc(Nc2ncc(C(=O)Nc3cc(C)ccc3OC)c3ccccc23)cc1
 : nt	nt	-6.4	nt	0.7%	nt	?	nt	-17.7%
17	Cc1cc(CN(C)C)c(O)c(C2(C)CCCCC2)c1
 : -0.7%	0.0	-1.0	-7.3%	3.1%	-16.6	0.0%	-4.4%	13.3%
18	C=CCOc1ccc(C2NC(=O)c3ccccc3O2)cc1OC (stereo not given)
 : nt	10.3	1.3	-2.9%	15.3%	?	0.0%	-2.6%	0.0%
19	S=C(Nc1ccc(Cl)cc1Cl)N1CCCCC1
 : 4.0%	?	-4.2	3.8%	0.7%	0.0	1.1%	-4.8%	11.1%
20	O=C(Cc1ccc(Br)c2ccccc12)N/N=C/c1ccccn1
 : -14.4%	111.3	1.7	?	6.1%	-2.0	-14.6%	?	?
21	Cc1ccc2ccc(C(Nc3cccc(C(F)(F)F)c3)c3cccnc3)c(O)c2n1 (stereo not given)
 : 4.2%	59.6	-18.1	-1.2%	-10.3%	-127.5*	6.5%	-9.6%	-13.2%
22	O=C1CCOc2cc(OCc3ccccc3)ccc21
 : -1.3%	-0.5	28.0	2.1%	-6.8%	26.4	0.6%	7.9%	?
23	CCc1nc2ccc(C(=O)N3CCN(C(C)=O)CC3)cn2c1N(C=O)Cc1ccc(OC)cc1
 : nt	8.9	-4.1	17.9%	1.4%	-20.4	1.8%	?	-3.6%
24	Cc1csc(SCC(=O)NC(=O)Cc2ccccc2)n1
 : ?	3.2	-3.5	6.8%	-24.4%	-7.8	-8.7%	0.1%	-5.0%
25	Cc1cccc(C)c1NC(=O)c1ccc([N+](=O)[O-])s1
 : ?	0.0	-7.3	-8.7%	-1.1%	-29.5	-9.0%	?	?
26	COc1ccc(Cn2c(SCC(=O)NCc3ccc(Cl)cc3)nc3ccsc3c2=O)cc1
 : nt	nt	5.6	nt	15.3%	nt	10.7%	nt	0.0%
27	C=CCNC(=S)Nc1cccc(N)c1
 : -6.7%	0.0	3.9	-8.2%	1.6%	-17.3	-12.6%	-3.4%	3.8%
28	COc1cc2c(cc1OC)CN(C(=O)CCOc1ccccc1)CC2
 : ?	21.8	-4.4	-15.0%	8.3%	1.8	-15.2%	-20.2%	?
29	CCCCn1c(=O)[nH]c(=O)c2c1nc(CN(C)Cc1cccc(OC)c1OC)n2CCC
 : -2.0%	41.3	-8.9	-17.5%	-5.5%	1.1	-20.3%	-10.9%	1.2%
30	O=C(Nc1ccc(F)cc1)c1cc2ccccc2o1
 : 2.5%	-6.8	3.3	2.2%	-1.8%	-5.0	-21.7%	-7.1%	?

Looked up above.
GLP-1R agonist, O=C(Nc1ccc(F)cc1)c1cc2ccccc2o1 → -1.8%
IL1B secr inh, Cc1cccc(C)c1NC(=O)c1ccc([N+](=O)[O-])s1 → 0.0

Other records follow.
Values in the order: SW480 rerep	IL1B secr inh	DRD3 agonist	HT1080-NT tox	GLP-1R agonist	DRD3 antagonist	KB-3-1 tox	HT1080 IDH1KD tx	KB-V1 cytotox
31	CCOc1ccc(Br)cc1S(=O)(=O)Nc1ccc(NC(=O)c2ccccc2C)cc1
 : 0.0%	-1.5	-4.9	-5.3%	0.3%	0.0	-0.4%	-3.4%	-3.7%
32	Cc1ccc(SCC(=O)OC(C)C(=O)NC2CCCCC2C)c(C)c1 (stereo not given)
 : 2.5%	-5.1	-0.1	9.4%	0.1%	6.2	-1.0%	6.4%	10.7%
33	CN(C)C(=O)Cn1cnc2c(cnn2-c2ccccc2Cl)c1=O
 : -10.9%	-12.6	4.6	-0.3%	0.1%	3.2	-5.8%	-0.6%	-5.5%
34	C#Cc1ccc([C@@H]2C=C(C(=O)Nc3ccccc3)O[C@H](OCC)[C@H]2CCCO)cc1
 : -1.8%	?	-4.2	-3.1%	2.1%	-8.7	-15.6%	-11.3%	1.2%
35	Cc1cccc(NC(=O)/C(C#N)=C\c2cn(CC(=O)O)c3ccccc23)c1
 : -18.8%	-14.7	8.3	-11.7%	1.4%	2.1	18.2%	0.4%	10.0%
36	COc1ccc2sc(-c3ccc(N(C)C)cc3)c(C#CCO)c2c1
 : ?	-3.1	38.4*	?	27.7%	47.0	16.4µM*	?	?
37	OC1CCCN(CC(O)c2ccccc2)C1 (stereo not given)
 : -90.9%[inhibitor]	-0.9	-2.0	4.7%	-2.5%	7.3	-0.5%	6.4%	4.5%
38	Cc1oc2c(C)c3oc(=O)c(CCC(=O)NCCN4CCOCC4)c(C)c3cc2c1C
 : -50.6%[inhibitor]	-9.3	28.0	2.6%	6.8%	3.2	0.0%	5.5%	0.0%
39	CCCCNC(=O)CCc1nc2cccnc2n1Cc1ccccc1
 : -11.6%	-0.9	1.5	10.0%	4.9%	0.5	-7.2%	0.8%	-20.3%
40	O=C(CSc1nc2ccccc2c(=O)[nH]1)N1CCCCC1
 : -2.3%	13.1	2.7	-1.6%	2.2%	-18.2	0.3%	-1.8%	0.5%
41	CC1(C)CC(=O)C=C(Nc2cccc(Cl)c2Cl)C1
 : ?	0.0	2.6	-3.5%	-7.5%	-19.1	-14.9%	-3.2%	-23.6%
42	CCOC(=O)Cc1nc(-c2cccc(C(F)(F)F)c2)no1
 : -7.3%	-20.1	-10.8	14.7%	17.0%	9.4	7.7%	-1.9%	17.1%
43	FC(F)(F)COc1nc(N2CCOCC2)nc(N(c2ccccc2)c2ccccc2)n1
 : ?	-4.8	-7.6	?	-0.4%	-15.2	-25.6%	?	?
44	COc1cc(CN(C)CCc2ccccc2)ccc1OCc1ccccc1
 : ?	?	-11.5	?	7.4%	?	-7.8%	?	-27.3%
45	CCOC(Cn1cc(C)c(=O)[nH]c1=O)OCC
 : -6.0%	19.6	9.7	4.7%	0.6%	5.0	12.2%	5.5%	-5.4%
46	CCOC(=O)c1c(-c2cccc([N+](=O)[O-])c2)csc1NC(=O)CCCOc1ccccc1
 : -11.3%	4.7	1.6	15.4%	6.9%	5.7	-1.7%	19.5%	1.6%
47	O=C(Cc1ccc(Cl)cc1)c1ccccc1
 : -2.1%	-14.1	-0.3	11.4%	5.8%	-4.0	5.3%	9.3%	26.1%
48	O=C(NC(=S)Nc1ccc(Cl)cn1)C12CC3CC(CC(C3)C1)C2
 : -127.2%[inhibitor]	3.0	0.2	7.4%	-2.3%	14.2	3.5%	-1.0%	-4.0%
49	CN(C(=O)COC(=O)c1nn(C)c(=O)c2ccccc12)c1c(N)n(Cc2ccccc2)c(=O)[nH]c1=O
 : -7.6%	3.7	-1.7	-1.3%	-1.0%	-10.0	-4.5%	7.5%	-0.5%
50	CC1CCN(c2ccc(C=O)o2)CC1
 : -44.5%[inhibitor]	-19.8	-8.6	-0.8%	-5.6%	-27.9	-9.5%	-8.6%	17.8%
51	CCn1c(O)c(N=NC(=O)CNC(=O)/C=C/c2ccco2)c2ccccc21
 : 1.7%	15.3	-11.3	6.4%	4.7%	-23.7	26.7%	0.0%	-11.2%
52	CC1(C(=O)NS(=O)(=O)C2CC2)CCN(C(=O)c2ccccc2OC(F)(F)F)C1 (stereo not given)
 : nt	4.0	-8.8	-3.3%	-1.5%	0.0	0.0%	-4.3%	0.0%

Source: PubChem BioAssay
